Screening results (PubChem)
EP2 antag – EP2 receptor (human) inhibition | inhibition, % at 25 µM | C6 glioma cells expressing human EP2, cAMP TR-FRET; cells stimulated with saturating PGE2 | P43116 | AID 1422 | 260,000 compounds, 0.52% hits;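 active = percent inhibition above 40 after rounding to a whole number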;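 note: rat C6 glioma host cells with rolipram phosphodiesterase inhibitor present; the protocol text gives 20 µM as final concentration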
Target sequence (P43116 whole entry, looked up): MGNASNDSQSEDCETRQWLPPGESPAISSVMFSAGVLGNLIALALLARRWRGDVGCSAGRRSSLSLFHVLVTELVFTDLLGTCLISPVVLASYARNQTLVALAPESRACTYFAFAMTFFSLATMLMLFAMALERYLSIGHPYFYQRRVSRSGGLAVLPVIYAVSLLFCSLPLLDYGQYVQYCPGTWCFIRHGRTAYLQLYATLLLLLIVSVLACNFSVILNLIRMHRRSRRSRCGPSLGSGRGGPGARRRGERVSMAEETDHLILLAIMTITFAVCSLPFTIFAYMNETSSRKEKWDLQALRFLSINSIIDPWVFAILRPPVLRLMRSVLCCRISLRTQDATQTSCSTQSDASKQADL
TbHK1 inh – T. brucei hexokinase 1 inhibition. recombinant TbHK1, G6PDH-coupled NADH A340. inhibition, % at 10 µM. 220,000 compounds, 0.11% hits. AID 1430;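 active = inhibition of 50% or more in the single-dose primary screen; inactive = inhibition below 50%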
14-3-3 Bad inh – disrupts binding of bovine 14-3-3 zeta to phospho-Bad peptide. P63103. TR-FRET 14-3-3zeta/Dy647-pBad peptide displacement, 1 h. inhibition, % at 21.7 µM. 220,000 compounds, 0.71% hits;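 active = inhibition above about 70%, limit read from the data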;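 note: 0% = full 14-3-3 plus peptide FRET controls and 100% = background without 14-3-3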
Target sequence (P63103 whole entry, looked up): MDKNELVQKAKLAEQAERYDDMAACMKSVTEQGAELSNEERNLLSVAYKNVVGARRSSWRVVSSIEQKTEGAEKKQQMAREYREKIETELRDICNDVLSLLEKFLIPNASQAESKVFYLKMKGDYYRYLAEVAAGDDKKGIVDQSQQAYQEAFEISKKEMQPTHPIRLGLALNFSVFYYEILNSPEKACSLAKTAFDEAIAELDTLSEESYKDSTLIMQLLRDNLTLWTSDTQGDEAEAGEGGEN
Hck Nef HTS – human Hck-Nef kinase inhibition. P08631. Recombinant Hck-YEEI plus Nef, Z-Lyte FRET kinase assay. inhibition, % at 20 µM. 220,000 compounds, 0.68% hits. AID 463187;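 active = Hck-Nef kinase inhibition above about 50%, limit read from the data; inactive = inhibition below that limit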;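 note: 0% = DMSO with Hck plus Nef and 100% = Hck alone without Nef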
Target sequence (P08631 whole entry, looked up): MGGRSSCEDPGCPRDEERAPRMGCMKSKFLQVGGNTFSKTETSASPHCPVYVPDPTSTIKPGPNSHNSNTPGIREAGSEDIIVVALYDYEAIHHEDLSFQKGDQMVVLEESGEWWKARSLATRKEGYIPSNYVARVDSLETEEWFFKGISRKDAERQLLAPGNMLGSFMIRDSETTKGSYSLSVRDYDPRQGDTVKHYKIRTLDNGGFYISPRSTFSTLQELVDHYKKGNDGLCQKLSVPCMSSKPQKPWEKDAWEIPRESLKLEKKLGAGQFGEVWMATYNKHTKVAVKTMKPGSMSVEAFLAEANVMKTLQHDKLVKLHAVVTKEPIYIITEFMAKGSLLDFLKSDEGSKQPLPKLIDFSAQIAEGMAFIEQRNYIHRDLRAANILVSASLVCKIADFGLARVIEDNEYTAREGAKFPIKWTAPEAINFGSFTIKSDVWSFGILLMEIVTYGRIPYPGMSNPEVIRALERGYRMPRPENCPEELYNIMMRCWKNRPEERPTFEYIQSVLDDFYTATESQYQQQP
EP2 modulator – modulators of human EP2 prostaglandin E2 receptor. induction, % at 25 µM. 260,000 compounds, 0.83% hits. P43116. EP2-expressing cells, cAMP HTRF FRET, PGE2 co-stimulation;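 active = compounds whose cAMP rise, as percent of the full-agonist control response, exceeds 60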;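 note: rat C6 glioma line stably carrying human EP2 under a CMV promoter; the protocol text gives 20 µM as final concentration; 100% = response of wells given 1 µM PGE2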
eIF4E-4G inh – eIF4E/eIF4G interaction inhibition in translation initiation; TR-FRET eIF4E-eIF4GI(517-606) binding, 2 h; inhibition, % at 21.7 µM; 220,000 compounds, 0.37% hits;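 active = inhibition above about 30%, limit read from the data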;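 note: 0% = full FRET control wells and 100% = background wells lacking eIF4GI fragment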
Calpain2 inh – blocks pig calpain II enzyme activity; inhibition, % at 16 µM; 220,000 compounds, 0.37% hits; purified calpain II, fluorogenic peptide substrate, 30 min; AID 1236;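 active = inhibition above about 50%, limit read from the data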
zVAD death inh – L929 zVAD cell death inhibition; L929 zVAD necroptosis rescue, ATP luminescence, 24 h; with zVAD 60 µM; viability rescue, % at 10 µM; 220,000 compounds, 0.38% hits;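 active = activation, scaled between plate controls, above about 75%, limit read from the data; inactive = activation under that limit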;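 note: 0% = zVAD with DMSO and 100% = DMSO alone without zVAD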
Rad51 HR inh – Rad51 (human) homologous recombination inhibition. hRad51 DNA strand exchange, fluorescence dequenching. inhibition, % at 10 µM. 200,000 compounds, 0.085% hits. AID 1385;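 active = inhibition above 40% at the single screening dose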;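 note: 0% = DMSO control wells and 100% = blanks with heterologous ssDNA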
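Material: human Rad51–ssDNA filaments; Probe or stimulus: labelled 47-mer dsDNA for strand exchange; Doses: single 10 µM dose; Incubation: 37 °C 15-min filament assembly, 30-min compound preincubation, 15-min exchange; Technique: FRET fluorescence dequenching, excitation 485 nm, emission 520 nm; Measure: Fluorescence-based percent inhibition, control- and blank-normalised; Benchmarks: plate control and blank wells.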
* hit, by the source's call; i = inactive; nt = not tested or not shown; & = joins results of further samples; ! = repeats disagree; [ ] = another dose, or the depositor's remark.

SMILES	EP2 antag	TbHK1 inh	14-3-3 Bad inh	Hck Nef HTS	EP2 modulator	eIF4E-4G inh	Calpain2 inh	zVAD death inh	Rad51 HR inh
O=C(O)C1C2CC2CN1C(=O)c1ccc(Cl)cc1Cl (stereo not given)	9	10	-1	4	13	-3	-18	0.3	-59
COc1cccc(CC(=O)Nc2ccccc2C(=O)N2CCOCC2)c1	7	1	-4[fluorescence artefact?]	4	34	-2	-7	0.3	6
CCOC(=O)C1=C(C)NC(=O)NC1c1ccc(N(C)C)cc1 (stereo not given)	10	0	6	2	19	-2	-24	-0.5	6
O=C(O)CCCC(=O)NCc1c(Cl)cccc1Sc1ccc(Cl)cc1	15	-7	-4	-5	-5	3	10	0.8	-9
COc1cccc(NC(=O)CC2(CC(=O)O)CCCC2)c1	6	-3	-12[fluorescence artefact?]	1	16	4	-6	0.7	1
COc1cccc(N2C(=O)[C@H]3C(C(=O)c4cnccn4)=NN[C@H]3C2=O)c1	5	-28	10	26	12	-1	14	-0.9	-9
CCOc1cc(C(=O)NC(C)COC)cc(OCC)c1OCC (stereo not given)	6	-2	-7	1	24	-1	-17	-0.1	-14
Cc1nn(CC(=O)NC(C)c2ccccc2)c(C)c1[N+](=O)[O-] (stereo not given)	14	-2	-10	14	30	0	-35	11	4
Cc1ccc(Sc2nc(-c3ccccc3)ccc2C#N)cc1	8	-1	2	0	43	-2	-21	0.0	0
C[C@H](NC(=O)OC(C)(C)C)c1nnc(SCC(N)=O)o1	4	5	4[fluorescence artefact?]	0	22	4[fluorescence artefact?]	-14	-0.1	-9
CCC(C)(C)n1nnnc1C(C(C)C)N1CCSCC1 (stereo not given)	5	-3	-9	1	0	4	-24	0.3	2
Cc1ccc(NS(=O)(=O)c2ccccc2[N+](=O)[O-])cc1C	8	0	-5	13	1	0	-4	0.0	-2
COc1cccc(C2SCC(=O)N2c2cccc(C)c2)c1OC (stereo not given)	11	-8	-9	4	39	-1	-3	-0.2	8
O=C(NCc1ccco1)C(c1cccs1)N(C(=O)C1COc2ccccc2O1)c1cccc(O)c1 (stereo not given)	17	8	5	1	19	-2	0	-0.1	-4
COc1ccc(C(=O)COC(=O)CNC(=O)c2cccc(OC(F)F)c2)cc1	3	5	9	-4	13	1	35	-0.2	1
CCC(CC)C(=O)c1c[nH]c(C(=O)N2CCN(c3ccc(OC)cc3)CC2)c1	9	-1	-24	24	9	6	-24	1.7	-8
CCOc1ccc(/C=C/C2=NNC(=O)CC2)cc1	4	-48	-17	27	12	1	32	28	4
CC1CCN(CCCn2c(=S)[nH]c3ccc(N4CCOCC4)cc3c2=O)CC1	15	-18	-16	1	-31	6	i	0.2	-4
CCCCOC(=O)Nc1ccc(S(=O)(=O)Nc2ccc([N+](=O)[O-])cc2)cc1	9	32	-5	0	-35	4	-26	3.5	4
COc1ccc(NC(=O)CSc2ccc3c4c(cccc24)C(=O)c2ccccc2-3)cc1	3	20	28	23	-8	-10	-57	0.4	-322
O=C(CNS(=O)(=O)c1ccccc1Br)OCC(=O)N1CCc2ccccc21	2	-2	38	21	26	-19	0	0.3	2
Cc1ccc(NC(=O)CN2CCC(C(=O)c3ccc4c(c3)OCCO4)CC2)cc1	14	-7	1	11	-2	4	19	0.0	13
Cc1cccc(C)c1Nc1c(-c2ccccn2)nc2ccccn12	11	10	-17	6	52	-1	3	4.0	8
CCCCC1(C)NC(=S)N2N1C(=S)NC2(C)CCCC (stereo not given)	6	-2	-2	25	48	-1	-5	-0.4	17
CCOc1ccc(-c2cc(C(=O)OC)nc3c2c(=O)n(C)c(=O)n3C)cc1	9	-55	7	48	22	5	-333	0.2	-2

Single values from the entries so far:
CCCCC1(C)NC(=S)N2N1C(=S)NC2(C)CCCC (stereo not given) | Rad51 HR inh = 17
Cc1ccc(Sc2nc(-c3ccccc3)ccc2C#N)cc1 | 14-3-3 Bad inh = 2
CCOc1ccc(-c2cc(C(=O)OC)nc3c2c(=O)n(C)c(=O)n3C)cc1 | Rad51 HR inh = -2
Cc1ccc(NS(=O)(=O)c2ccccc2[N+](=O)[O-])cc1C | Calpain2 inh = -4
CCC(C)(C)n1nnnc1C(C(C)C)N1CCSCC1 (stereo not given) | Hck Nef HTS = 1
O=C(NCc1ccco1)C(c1cccs1)N(C(=O)C1COc2ccccc2O1)c1cccc(O)c1 (stereo not given) | Hck Nef HTS = 1

Rewritten with two lines to a compound: three of the compounds above
The line under a structure holds: EP2 antag	TbHK1 inh	14-3-3 Bad inh	Hck Nef HTS	EP2 modulator	eIF4E-4G inh	Calpain2 inh	zVAD death inh	Rad51 HR inh
CC1CCN(CCCn2c(=S)[nH]c3ccc(N4CCOCC4)cc3c2=O)CC1
  15	-18	-16	1	-31	6	i	0.2	-4
CCCCOC(=O)Nc1ccc(S(=O)(=O)Nc2ccc([N+](=O)[O-])cc2)cc1
  9	32	-5	0	-35	4	-26	3.5	4
COc1ccc(NC(=O)CSc2ccc3c4c(cccc24)C(=O)c2ccccc2-3)cc1
  3	20	28	23	-8	-10	-57	0.4	-322

(more compounds)
SMILES	EP2 antag	TbHK1 inh	14-3-3 Bad inh	Hck Nef HTS	EP2 modulator	eIF4E-4G inh	Calpain2 inh	zVAD death inh	Rad51 HR inh
Cc1ccc(-n2c(NN)nc3ccccc3c2=O)c(C)c1	7	-6	13	0	9	8	15	0.2	nt
CCOC(=O)c1ccc(N2C(=O)c3n[nH]c(C)c3C2c2ccccn2)cc1 (stereo not given)	5	-6	6	23	10	-3	0	-0.1	2
C[C@H](NC(=O)CCCn1nnc2ccccc2c1=O)C(=O)O	15	-3	-4	2	-1	1	4	0.8	-20
C(=N\Nc1nc(-c2ccccn2)nc2ccccc12)/c1ccccc1	11	-30	-12	3	69*	1	-2	45	7
COc1ccc(OC)c(NC(=O)CN(Cc2ccccc2)S(C)(=O)=O)c1	4	-5	-7	-4	36	-1	-5	0.6	-8
N#C/C(=C\c1cc(O)c(O)c(O)c1)C(N)=O	4	-3	9	-13	-7	5	19	0.4	i
Cc1cc(NC(=O)c2c(C)noc2C)no1	17	-7	-8	-3	6	2	-8	0.6	2
O=C(c1cccs1)N1CCN(CCCc2ccccc2)CC1	7	-9	72*	11	-6	2[fluorescence artefact?]	-15	0.3	1
CCCCCn1c(N)c(-c2nc3ccccc3s2)c2c([N+](=O)[O-])nn(CC)c(=O)c21	0	-26	3	4	12	-9	-55	1.0	-5
O=C(NCCC1=CCCCC1)c1ccc2c(c1)N(Cc1ccccc1)C(=O)CS2	9	18	-7	1	0	-2	60*	-0.6	-5
Cn1cccc1C(=O)OCC(=O)Nc1cccc(S(=O)(=O)N2CCOCC2)c1	7	2	-19	2	-8	0	-31	1.9	7
Cn1cnnc1SCc1ccc(C#N)cc1Cl	6	0	7	2	28	3	25	1.5	-4
CC1=C(C(=O)OC(C)C)C(C2CC=CCC2)NC(=O)N1 (stereo not given)	-2	-7	11	1	25	1	-35	0.6	5
CC1CCN(C(=O)C2c3ccccc3C(=O)N3CCc4ccccc4C23)CC1 (stereo not given)	3	-7	1	-2	6	1	10	0.0	3
O=C(O)c1nc2nc(Cl)c(Cl)nc2[nH]1	4&9	-32	13	8	63*!	0	12	-0.1	-14
O=c1cc(N2CCCCC2)c(-c2ccccc2)nn1Cc1ccccc1Cl	3	1	-10	0	70*	-5	23	0.4	0
COc1ccc(Cn2nnnc2CN(Cc2cc3ccc(C)cc3[nH]c2=O)C2CCCC2)cc1	10&6	35	-6[fluorescence artefact?]	5	25&-4	-9	-17	0.5	0
CC1(C)CC(=O)C2=C(C1)NC(=S)C(C#N)C21CCCCC1 (stereo not given)	5	-16	-3	-37	27	4	5	0.8	-27
O=C(NC1CCCCC1)C(c1cccs1)N(Cc1cccs1)C(=O)c1ccco1 (stereo not given)	14	12	9	1	10	-5	8	-0.4	-1
CCN=C(Nc1ccc2c(c1)OCO2)SC1CC(=O)N(c2ccc(OC)cc2)C1=O (stereo not given)	12	-2	-5	0	-38	3	-8	0.4	-1
Nc1nc2c3ccccc3nc(Cc3ccccc3)n2n1	14	16	-4	4	36	6	-81	-0.7	-2
CCOC(=O)c1c(CS(=O)(=O)c2ccccc2)n(C)c2cc(Br)c(O)c(CN(C)C)c12	4	-1	1	-4	-19	1	30	-0.5	-16
Cc1cc(C(=O)Nc2ccc(N3CCOCC3)cc2)c2ccccc2n1	12	-17	1[fluorescence artefact?]	0	2	2[fluorescence artefact?]	11	0.3	-3
O=C(CSc1n[nH]c(=O)[nH]c1=O)c1ccccc1[N+](=O)[O-]	6	-8	0	10	13	-8	-19	0.8	21
COc1ccccc1C1=NN(C2=NN=C(N)Cc3ncnn32)C(O)(C(F)(F)F)C1 (stereo not given)	4	6	14	-3	12	-2	-177	0.3	3
The list goes on.
SMILES	EP2 antag	TbHK1 inh	14-3-3 Bad inh	Hck Nef HTS	EP2 modulator	eIF4E-4G inh	Calpain2 inh	zVAD death inh	Rad51 HR inh
Cc1cccc(-c2noc(CCC(=O)NCc3ccccc3)n2)c1	7	39	9	1	-16	14	26	-0.2	1
CCn1cc(C(=O)OCC(=O)c2cc(C)n(-c3ccccc3)c2C)c(=O)c2ccc(C)nc21	13	1	7	3	1	0	10	1.0	-49
Cc1occc1-c1nc(-c2ccncc2)no1	4	0	-15[fluorescence artefact?]	-1	-16	6[fluorescence artefact?]	-8	0.0	6
Cc1ccc(CN2CCN(Cc3cnc(C)s3)CC2CCO)cc1 (stereo not given)	5	10	-5	-25	-3	-1	17	1.0	nt
COc1ccc(C(=O)/C=C/C(=O)N(CC(=O)NC2CCCCC2)Cc2ccccc2OC)c(O)c1	6	1	5	42	-48	8	-95	14	26
CC1CN(C(=O)c2nn(C)cc2[N+](=O)[O-])CC(C)O1 (stereo not given)	10	2	1	3	29	4	7	0.0	16
Cc1cc(C)c(C)c(OCC(=O)NCCN(C)C)c1	9	-1	-8	1	-2	5	-5	0.0	-11
CCC[N+]1(CC#CC(O)(c2ccccc2)C2CCCCC2)CCCCC1 (stereo not given)	2	-4	4	12	9	3	0	0.0	nt
Cc1ccc(-c2noc(C3CCN(S(C)(=O)=O)CC3)n2)o1	6	-8	45	0	-2	-1	-17	1.1	-4
COc1ccccc1CNc1cc(-c2ccccc2)ccc1OC	7	15	-15	1	54	0	-7	1.2	nt
CCCOc1ccc(C2c3c(oc4ccccc4c3=O)C(=O)N2CCN(CC)CC)cc1OC (stereo not given)	9	-12	8	0	-21	4	9	0.2	7
Cc1c(NS(=O)(=O)c2cccc(C(=O)NCc3ccc(Cl)cc3)c2)c(=O)n(-c2ccccc2)n1C	8	1	0[fluorescence artefact?]	-1	24	-1	-5	0.2	-4
O=C1NC(=Nc2ccccc2)SC1Cc1cccc(Cl)c1Cl (stereo not given)	7	25	-22	2	-6	5	-2	0.8	1
O=C(CN1C(=O)C2(OCCO2)c2ccccc21)c1ccc(F)cc1	5	0	5	0	21	1	-12	-0.1	-5
N/C(Cc1cccc2ccccc12)=N\OC(=O)c1cccs1	11	25	-28	2	-89	1	-8	0.3	-5
Cc1nnc(NC(=O)CCC(=O)N2CCN(CCOc3cccc4ccccc34)CC2)s1	6	-13	-9	18	-26	-5	-2	0.1	nt
CN1C(=S)SC(N(O)C=C2C=CC(=O)C=C2)C1(C)C (stereo not given)	7	-63	-18	2	1	8[fluorescence artefact?]	32	-0.4	11
Cc1nn(CC(=O)NCC2CCCO2)c(=O)c2ccccc12 (stereo not given)	7	0	-8	-1	20	8	-34	0.1	-1
CCOC(=O)c1ccc(NC(=O)c2c(NC(=O)CCC(=O)O)sc3c2CCCCC3)cc1	7	-4	-9	23	7	0	-34	1.6	-7
CN(C)/C=N/c1cc(=O)n(C)c(=O)n1CC1CC1	7	0	1	-5	1	1	22	1.2	6
COc1ccc(N2C(=O)CN(Cc3cc(OC)c(OC)c(OC)c3)C2=S)cc1	6	-3	-5	18	-2	-2	-30	0.7	4

This is a subset; count on the stated rates, not on these rows.
